# High-throughput results: PubChem, National Center for Advancing Translational Sciences (NCATS)
# TDP-43 yeast inh: qHTS of TDP-43 Inhibitors | hit rate 1.8% among 410,000 | Potency, µM (titrated, usually from 46.1 µM), for inactives: at the top dose growth rescue (activation), usual class: activators | TDP-43 expressing yeast growth rescue, BacTiter-Glo, 24 h; further: % of control where 0% means no effect; nearly all actives have a fitted effect of over 50% in size
#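 Luminescence from BacTiter-Glo reports growth of TDP-43-expressing yeast after 24 hr at 30 deg C with compound. Cells were raffinose-pregrown to mid-log, then seeded in galactose medium at OD600=0.02.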
# HEK293 tox: qHTS of GLP-1 Receptor Inverse Agonists: Cytotox Screen; HEK293 cAMP-luciferase reporter cells, luminescence, 24 h; Potency, µM (titrated, usually from 38.3 µM), for the others: at the highest dose activity change, negative = inhibition, usual class: inhibitors; hit rate 0.13% among 410,000; AID 624418, 2012;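 further: loss of luciferase light is scored as toxicity; on the % scale 0 is the no-effect control and ±100 the full control effect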
#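 To flag toxic compounds, the library was rerun on cells for 24 hr at 37 deg C and 5% CO2. Viability-linked luminescence was captured 12 min after adding luciferase detection reagent.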
# GLP1R inv ag: qHTS of GLP-1 Receptor Inverse Agonists (Inhibition Mode); Glucagon-like peptide 1 receptor (Homo sapiens), P43220; HEK293 GLP-1R CRE-luciferase, luminescence, 24 h; GLP-1R form is constitutively active; Potency, µM (series often up to 38.3 µM), without a hit: at the top dose activity change, negative = inhibition, hits mostly inhibitors; hit rate 1.6% among 410,000; AID 624417, 2012; further: on the % scale 0 is the no-effect control and ±100 the full control effect; nearly all actives have a fitted effect of over 55% in size
# Target sequence (P43220 whole entry, looked up): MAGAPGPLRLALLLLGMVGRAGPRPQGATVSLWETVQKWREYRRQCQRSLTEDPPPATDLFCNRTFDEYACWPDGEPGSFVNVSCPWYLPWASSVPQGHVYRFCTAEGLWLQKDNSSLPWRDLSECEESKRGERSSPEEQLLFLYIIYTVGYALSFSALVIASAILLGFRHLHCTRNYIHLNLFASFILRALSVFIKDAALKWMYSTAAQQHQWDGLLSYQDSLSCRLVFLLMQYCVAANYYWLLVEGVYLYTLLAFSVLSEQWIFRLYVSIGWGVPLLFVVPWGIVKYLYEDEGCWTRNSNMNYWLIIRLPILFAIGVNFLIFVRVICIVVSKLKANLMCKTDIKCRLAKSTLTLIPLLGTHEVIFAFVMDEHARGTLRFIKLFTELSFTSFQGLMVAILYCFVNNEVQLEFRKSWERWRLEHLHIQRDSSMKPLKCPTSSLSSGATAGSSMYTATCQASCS
#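 GLP-1R inverse agonism mode: basal reporter luminescence in engineered HEK293 cells measured after one day of compound exposure at 37 deg C, with a 12 min room-temperature detection step.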
# * = called active by the depositor; ? = inconclusive. The call rests on the fitted dose curve; in most records, active means well fitted curve in the direction sought with a large enough effect; inconclusive means small, poorly fitted or top-dose-only effect, or another doubt; inactive means no such curve, though single readings can be large; an effect the other way counts as inactive or inconclusive. Potency means the concentration at half of the fitted maximal effect.
SMILES,TDP-43 yeast inh,HEK293 tox,GLP1R inv ag
COc1cc(C(=O)N(Cc2cccnc2)c2nc3cc(C)c(C)cc3s2)cc(OC)c1OC,15.7%,-25.7%,?
COc1cc(C2CC(=O)c3c([nH]c(C(=O)OCC4CCCCC4)c3C)C2)cc(OC)c1OC (centres undefined),14.9%,3.1%,?
CCOc1ccc(NC(=O)/C=C\C(=O)N(c2ccc(C(C)C)cc2)C(C(=O)NCc2ccco2)c2ccc(F)cc2)cc1 (centres undefined),2.9%,-8.1%,?
CCc1ccc(C2=NN(CCC(=O)NCCc3ccc(OC)c(OC)c3)C(=O)CC2)cc1,8.7%,-7.0%,3.2%
Cc1ccc(NC(=O)c2c(C)oc3ccc(O)c(CN4CCCCCC4)c23)c(C)c1,2.8%,-14.5%,-11.7%
CCCCN(C)CCCNC(=O)Cn1ncc2c3ccccc3n(Cc3cc(C)ccc3C)c2c1=O,0.1%,1.2%,?
COc1ccc(C2C(=O)N(C3CCCCCC3)CC(=O)N2CCc2ccc(Cl)cc2)cc1OC (centres undefined),-2.4%,0.8%,-0.5%
Cc1c(Cl)cccc1NC(=O)N1CCC(CN2CCOCC2)CC1,4.0%,0.9%,8.5%
CCn1c2ccccc2c2nnc(SCC(=O)Nc3ccccc3OC)nc21,?,3.1%,10.0%
O=C(CSc1nccn1C1CCCC1)Nc1ccccc1,14.0%,0.7%,18.5%
CC1=Nc2cc(C(=O)NC3CCCCC3)ccc2Sc2ccc(Cl)cc21,7.5%,-20.1%,?
COc1ccc(N2CCN(c3oc(/C=C/c4ccc(F)cc4)nc3C#N)CC2)cc1,0.0%,-5.4%,1.4%
Cc1c(C(=O)NCc2ccccc2Br)oc2ccc3c(c12)C(=O)CC(C)(C)O3,6.8%,1.6%,7.9%
COc1cccc(-c2cn3c(n2)sc2cc(C(=O)NCCc4ccc(OC)c(OC)c4)ccc23)c1,20.7%,-3.3%,-13.4%
Cc1cccc(Nc2ncnc3c2cnn3C)c1C,?,-3.4%,15.6%
CCOc1ccc(CNC(=O)c2cnc3sc(N4CCOCC4)nn3c2=O)cc1,10.5%,0.0%,6.2%
CCCC(CCC)C(=O)Nc1cc(-c2cn3cccnc3n2)ccc1OC,12.4%,13.4%,-5.1%
Cn1cc(S(=O)(=O)N2CCCC2)cc1C(=O)Nc1ccc(F)cc1F,19.9%,-1.7%,0.9%
O=C(COc1ccc2ccccc2c1)NC1CC(=O)N(c2cccc(F)c2)C1 (centres undefined),23.0%,-5.0%,3.2%
COc1ccccc1-n1c(/C=C/c2c(C)n(C)c3ccccc23)nc2ccccc2c1=O,-15.3%,22.8%,-9.9%
COc1ccc(-c2nc3ccccc3o2)cc1NC(=O)c1ccc(N2CCC(C)CC2)c([N+](=O)[O-])c1,4.2%,-9.8%,12.8%
CCOc1ccccc1C(=O)N1CCCCC1CCN1CCOCC1 (centres undefined),9.3%,-20.3%,1.5%
CC(=O)c1c(C)n(S(=O)(=O)c2ccc(Cl)cc2)c2ccc(NS(=O)(=O)c3ccc(Cl)cc3)cc12,26.6%,4.7%,-11.7%
O=C(CSc1nc(=O)[nH]c2c1CCC2)NCc1ccc(F)cc1,0.0%,-16.0%,0.5%
Cc1ccc(-n2nc(C)c3c(C)c(CCC(=O)NCc4ccc(Cl)cc4)c(C)nc32)cc1,8.1%,2.0%,-1.7%

# A stretch of the results above, as a working copy:
SMILES,TDP-43 yeast inh,HEK293 tox,GLP1R inv ag
COc1cc(C2CC(=O)c3c([nH]c(C(=O)OCC4CCCCC4)c3C)C2)cc(OC)c1OC (centres undefined),14.9%,3.1%,?
CCOc1ccc(NC(=O)/C=C\C(=O)N(c2ccc(C(C)C)cc2)C(C(=O)NCc2ccco2)c2ccc(F)cc2)cc1 (centres undefined),2.9%,-8.1%,?
CCc1ccc(C2=NN(CCC(=O)NCCc3ccc(OC)c(OC)c3)C(=O)CC2)cc1,8.7%,-7.0%,3.2%
Cc1ccc(NC(=O)c2c(C)oc3ccc(O)c(CN4CCCCCC4)c23)c(C)c1,2.8%,-14.5%,-11.7%
CCCCN(C)CCCNC(=O)Cn1ncc2c3ccccc3n(Cc3cc(C)ccc3C)c2c1=O,0.1%,1.2%,?
COc1ccc(C2C(=O)N(C3CCCCCC3)CC(=O)N2CCc2ccc(Cl)cc2)cc1OC (centres undefined),-2.4%,0.8%,-0.5%
Cc1c(Cl)cccc1NC(=O)N1CCC(CN2CCOCC2)CC1,4.0%,0.9%,8.5%
CCn1c2ccccc2c2nnc(SCC(=O)Nc3ccccc3OC)nc21,?,3.1%,10.0%
O=C(CSc1nccn1C1CCCC1)Nc1ccccc1,14.0%,0.7%,18.5%
CC1=Nc2cc(C(=O)NC3CCCCC3)ccc2Sc2ccc(Cl)cc21,7.5%,-20.1%,?
COc1ccc(N2CCN(c3oc(/C=C/c4ccc(F)cc4)nc3C#N)CC2)cc1,0.0%,-5.4%,1.4%
Cc1c(C(=O)NCc2ccccc2Br)oc2ccc3c(c12)C(=O)CC(C)(C)O3,6.8%,1.6%,7.9%
COc1cccc(-c2cn3c(n2)sc2cc(C(=O)NCCc4ccc(OC)c(OC)c4)ccc23)c1,20.7%,-3.3%,-13.4%
Cc1cccc(Nc2ncnc3c2cnn3C)c1C,?,-3.4%,15.6%
CCOc1ccc(CNC(=O)c2cnc3sc(N4CCOCC4)nn3c2=O)cc1,10.5%,0.0%,6.2%
CCCC(CCC)C(=O)Nc1cc(-c2cn3cccnc3n2)ccc1OC,12.4%,13.4%,-5.1%
Cn1cc(S(=O)(=O)N2CCCC2)cc1C(=O)Nc1ccc(F)cc1F,19.9%,-1.7%,0.9%
O=C(COc1ccc2ccccc2c1)NC1CC(=O)N(c2cccc(F)c2)C1 (centres undefined),23.0%,-5.0%,3.2%
COc1ccccc1-n1c(/C=C/c2c(C)n(C)c3ccccc23)nc2ccccc2c1=O,-15.3%,22.8%,-9.9%
COc1ccc(-c2nc3ccccc3o2)cc1NC(=O)c1ccc(N2CCC(C)CC2)c([N+](=O)[O-])c1,4.2%,-9.8%,12.8%
CCOc1ccccc1C(=O)N1CCCCC1CCN1CCOCC1 (centres undefined),9.3%,-20.3%,1.5%
CC(=O)c1c(C)n(S(=O)(=O)c2ccc(Cl)cc2)c2ccc(NS(=O)(=O)c3ccc(Cl)cc3)cc12,26.6%,4.7%,-11.7%

# More records follow.
SMILES,TDP-43 yeast inh,HEK293 tox,GLP1R inv ag
O=C(Cn1nc(Cc2cccnc2)c2ccccc2c1=O)N1CCN(c2ccccc2F)CC1,-3.6%,-1.9%,-1.9%
COc1ccc(/C=C(\NC(=O)c2ccccc2)C(=O)NC2CCCCC2)cc1,-10.5%,5.3%,-9.4%
O=C(Nc1ccc(Br)cc1)c1ccc(F)c(S(=O)(=O)NC2CCCCCC2)c1,23.6%,?,3.16µM*
COc1cc(NC(=O)c2ncn(-c3ccccc3)n2)cc(OC)c1,0.0%,-1.3%,10.4%
CCOC(=O)c1ccc(NC(=O)CSc2nccn2Cc2ccc(OC)cc2)cc1,?,-0.4%,-1.4%
O=C(CSCc1ccccc1Cl)NCc1ccc(Cl)c(Cl)c1,-8.4%,-0.7%,?
Cc1cc(OC(C)C(=O)N(Cc2ccc(N(C)C)cc2)Cc2ccco2)ccc1Cl (centres undefined),23.6%,4.5%,2.7%
Cc1cccc(CNC(=O)c2cc3cc(S(=O)(=O)N4CCCCC4)ccc3n2C)c1,24.4%,5.5%,?
CCc1cccc(NS(=O)(=O)c2ccc3c(c2)N(CC(=O)OC)C(=O)CS3)c1,-4.2%,0.6%,-21.6%
COc1cccc(N2C(=O)C(CC(=O)Nc3cccc(F)c3)N(C(C)C)C2=O)c1 (centres undefined),2.1%,-5.2%,-2.2%
CSc1ccc(CCNS(=O)(=O)c2cc(-c3cc(C)no3)ccc2C)cc1,?,-6.1%,-26.2%
Cn1nnnc1SCCCNCc1ccccc1OCc1ccccc1Cl,5.5%,?,?
Cc1cc(C)cc(OCC(=O)N(Cc2ccc(Cl)cc2)CC2CCCO2)c1 (centres undefined),11.6%,-3.3%,?
O=C(c1ccc2c(c1)N(Cc1ccccc1)C(=O)c1ccccc1S2(=O)=O)N1CCCCCC1,24.2%,-4.9%,-7.6%
O=C(NCc1ccco1)c1ccc2c(c1)N(Cc1ccc(F)cc1)C(=O)c1ccccc1S2(=O)=O,8.6%,-16.2%,?
CCOc1ccc(C(=O)Nc2ccc3oc(-c4ccc(Br)cc4)nc3c2)cc1,18.4%,-2.9%,-13.2%
CCOc1ccc(C(=O)NC2CC(=O)N(c3ccc(C)cc3)C2)cc1OCC (centres undefined),29.5%,1.8%,8.4%
CCc1ccc(NC(=O)c2ccc(CN3CC(=O)N4CCCCC4C3=O)cc2)cc1 (centres undefined),13.4%,-0.6%,-4.8%
COc1ccc2nc(SCC(O)c3cccc(Br)c3)[nH]c2c1 (centres undefined),4.4%,4.6%,-17.4%
O=C(NCCc1csc(-c2ccc(C(F)(F)F)cc2)n1)c1ccccc1Cl,?,-6.6%,9.7%
COc1ccc(C(=O)NCC(c2ccco2)S(=O)(=O)c2ccccc2)cc1 (centres undefined),26.1%,0.1%,14.8%
Cc1nnc(SCc2cc(=O)n3c(C)cccc3n2)s1,18.6%,-4.4%,9.8%
CCN(CC)C(=O)c1c(-c2ccccc2)c(-c2ccccc2)nn(C)c1=O,4.6%,-1.2%,-5.3%
Cc1ccc(S(=O)(=O)N(CC(=O)Nc2c(C)cccc2C)c2cccc(Cl)c2)cc1,?,4.2%,?
Cc1ccc(CN(Cc2ccco2)C(=O)COc2ccc(C(C)C)cc2)cc1,-4.5%,0.3%,?
# Further results
SMILES,TDP-43 yeast inh,HEK293 tox,GLP1R inv ag
COc1ccc(C(=O)Nc2nnc(SCc3cc(=O)n4cccc(C)c4n3)s2)cc1,-0.2%,-2.1%,16.0%
COc1ccc(S(=O)(=O)NCc2ccc3c(c2)CCN3C(=O)c2ccccc2)cc1OC,9.3%,0.1%,7.9%
COc1ccccc1N1CCN(c2ncnc3c2cnn3C)CC1,?,-13.7%,2.4%
CCCn1c(=O)c2sccc2n2c(CCCC(=O)NC3CCC(C)CC3)nnc12 (centres undefined),14.8%,-13.4%,26.8%
CCC(NC(=O)Nc1cc(OC)ccc1OC)c1c(-n2cccc2)sc2c1CCN(CC)C2 (centres undefined),13.0%,0.4%,-1.9%
CCc1nc2c(cnn2-c2ccc(Cl)cc2)c(=O)n1-c1ccc(OC)c(Cl)c1,11.1%,-4.1%,3.4%
CCCN(CCC)CCCNC(=O)Cn1cc2c(n1)-c1c(oc(C(=O)N3CCCC3)c1C)CC2,16.9%,-0.1%,2.7%
Cc1ccccc1NC(=O)C(=O)NCC(c1ccc2c(c1)OCO2)N1CCN(c2ccccc2)CC1 (centres undefined),13.6%,-14.9%,6.9%
Cc1cc2n(n1)CCC(=O)N2Cc1ccc(C(=O)Nc2ccc(F)cc2F)cc1,-5.7%,?,?
COc1cccc(CNC(=O)C(=O)NCC(c2ccco2)S(=O)(=O)c2ccccc2)c1 (centres undefined),4.9%,2.8%,2.7%
CCN(CC)c1nn2c(=O)c(C(=O)NCCc3ccc(C)cc3)cnc2s1,?,2.1%,5.3%
Cc1c(Cl)cccc1NC(=O)c1noc2c1CCCC2,7.4%,-5.2%,-18.8%
COc1cccc2c1cc1c(=O)n(CC(=O)NC3CC3)nc(C)n12,9.6%,15.9%,7.4%
CCc1ccc2nc(N(Cc3cccnc3)C(=O)c3cccs3)sc2c1,31.6µM*,10.5%,8.3%
COc1ccc(-c2nsc(NC(=O)COc3ccc(C)c(C)c3)n2)cc1,1.9%,18.0%,9.4%
O=C(Nc1cccc(C(F)(F)F)c1)c1cc2ccc3cccnc3c2[nH]1,22.0%,16.6%,4.3%
CCOc1ccc(-c2n[nH]c3c2C(c2cccs2)N(c2ccc(Br)cc2)C3=O)cc1 (centres undefined),27.7%,-23.6%,?
CCc1ccc(NC(=O)c2ccc(Cn3nc(N4CCN(c5ccccc5)CC4)ccc3=O)o2)cc1,27.0%,-11.6%,4.3%
CCOC(=O)Cn1c(=O)oc2cc(S(=O)(=O)N3CCN(c4ccc(F)cc4)CC3)ccc21,-13.5%,-0.1%,3.6%
Cc1ccc(C)c(N2CCN(C(=O)CCc3nnc4n(CC(C)C)c(=O)c5ccccc5n34)CC2)c1,14.3%,2.6%,10.0%
Cc1ccc(NC(=O)CN2C(=O)CSc3ccc(S(=O)(=O)N4CCCC4)cc32)c(C)c1,6.6%,9.7%,-17.4%
CCC(C(=O)N1CCN(c2cccc(C)c2C)CC1)n1nc(C)c2sc3ccccc3c2c1=O (centres undefined),?,9.8%,6.9%
O=C(CSc1c2c(nc3ccccc13)CCC2)Nc1ccc(F)cc1,-4.3%,-20.8%,?
Cc1ccc(CNC(=O)c2nc(SCc3ccc(C)cc3)ncc2Cl)cc1,-9.1%,17.4%,-0.9%

# A portion of the library; the hit share may differ from the screen's.
